# High-throughput results deposited in PubChem BioAssay by National Center for Advancing Translational Sciences (NCATS).
# FLuc inh – blocks purified firefly luciferase enzyme activity; P08659; purified P. pyralis luciferase, luminescence, biochemical; Potency, µM (top dose mostly 115 µM), for the others: at the top dose activity change, negative = inhibition, hits mostly inhibitors; 76,000 compounds, 2.5% hits; AID 1347043; further: potency means the concentration at half of the fitted maximal effect; nearly all actives have a fitted effect of over 65% in size
#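 Inhibitors were tested against purified firefly luciferase in a biochemical, low-substrate format (both substrates at 10uM) and luminescence measured with a CCD imager.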
# GPT2 inh – blocks human glutamate pyruvate transaminase 2 | Q8TD30 | Recombinant GPT2, coupled pyruvate oxidase/HRP Amplex Red fluorescence | Potency, µM (titrated, usually from 57.7 µM), for the others: at the top dose activity change, negative = inhibition, most hits filed as inhibitors | 100,000 compounds, 0.25% hits | AID 1671188; further: potency means the concentration at half of the fitted maximal effect; nearly all actives have a fitted effect of over 60% in size; many of its hits are not listed in these tables
# Target sequence (Q8TD30 whole entry, looked up): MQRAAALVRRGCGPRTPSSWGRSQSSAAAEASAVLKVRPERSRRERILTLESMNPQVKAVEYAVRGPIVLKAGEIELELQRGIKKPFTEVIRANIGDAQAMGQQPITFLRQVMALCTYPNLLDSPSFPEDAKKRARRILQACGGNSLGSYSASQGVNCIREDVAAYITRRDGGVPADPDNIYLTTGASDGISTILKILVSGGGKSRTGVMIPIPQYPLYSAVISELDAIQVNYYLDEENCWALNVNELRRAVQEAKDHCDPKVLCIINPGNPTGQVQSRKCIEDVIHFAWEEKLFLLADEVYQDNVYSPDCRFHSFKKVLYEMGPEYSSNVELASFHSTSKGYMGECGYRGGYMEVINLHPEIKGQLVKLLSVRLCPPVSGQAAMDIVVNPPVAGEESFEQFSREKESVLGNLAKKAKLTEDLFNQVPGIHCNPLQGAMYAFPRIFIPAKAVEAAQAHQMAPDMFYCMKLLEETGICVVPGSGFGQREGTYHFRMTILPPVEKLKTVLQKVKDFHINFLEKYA
#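 Inhibition is scored from Amplex Red fluorescence generated when pyruvate oxidase and HRP act on pyruvate released by GPT2. Reactions contain 10ng/uL enzyme, 250uM a-KG and 2mM L-alanine and run 30 min at room temperature.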
# HEK cytotox – kills HEK 293 cells | 94,000 compounds, 6.6% hits | HEK 293 viability, ATP luminescence (CellTiter-Glo), 48-72 h | Potency, µM (titrated, usually from 115 µM), for inactives: at the top dose activity change, negative = cytotoxicity, most hits filed as inhibitors; further: potency means the concentration at half of the fitted maximal effect; nearly all actives have a fitted effect of over 60% in size
#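 Pintool-delivered compounds were incubated with HEK 293 cells (250 cells/well) at 37 degree Celsius for 48 or 72 hr. ATP-dependent luminescence (CellTiter-Glo) then reported remaining viable cells.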
# IP6K1 inh – blocks human inositol hexakisphosphate kinase 1. IP6K1 kinase, ADP-Glo luminescence, 2 h; hits give low values. activity change, % (series mostly up to about 58 µM). 140,000 compounds, 0.81% hits; in the data active means activity change below about -25%
# Target sequence (Q92551 whole entry, looked up): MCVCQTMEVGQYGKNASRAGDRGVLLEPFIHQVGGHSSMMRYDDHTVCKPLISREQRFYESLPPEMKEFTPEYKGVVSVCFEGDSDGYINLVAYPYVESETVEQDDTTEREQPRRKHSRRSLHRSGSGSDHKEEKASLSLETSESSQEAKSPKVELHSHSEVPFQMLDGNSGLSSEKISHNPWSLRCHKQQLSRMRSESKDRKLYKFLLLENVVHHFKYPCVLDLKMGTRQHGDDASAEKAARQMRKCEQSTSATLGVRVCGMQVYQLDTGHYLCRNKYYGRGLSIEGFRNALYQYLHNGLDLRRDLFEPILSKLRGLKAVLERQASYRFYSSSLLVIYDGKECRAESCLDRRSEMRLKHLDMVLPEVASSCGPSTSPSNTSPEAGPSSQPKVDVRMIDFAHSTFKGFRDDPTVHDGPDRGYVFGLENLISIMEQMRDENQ
#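 ADP-Glo luminescence measures ADP made by human IP6K1 during a 2 h RT reaction with ATP/IP6 (mix at 1.3 mM/130 uM); top library doses 57.5 and 19.1 uM final.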
# 3T3 cytotox – cytotoxic compounds in NIH 3T3 cells; Potency, µM (doses to about 96.7 µM), without a hit: at the top dose activity change, negative = cytotoxicity, actives largely listed as inhibitors; NIH 3T3 viability, CellTiter-Glo ATP luminescence, 48-72 h; 94,000 compounds, 4.3% hits; further: potency means the concentration at half of the fitted maximal effect; nearly all actives have a fitted effect of over 55% in size
#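 ATP-dependent luminescence (CellTiter-Glo) served as the viability signal for NIH 3T3 cells treated with compound for 48 or 72 hr at 37 °C.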
# SNCA expr inhib – inhibitors of alpha-synuclein (SNCA) gene expression; Potency, µM (highest dose often 57.2 µM), for inactives: top-dose activity change, negative = inhibition, usual class: inhibitors; AID 1671194; 140,000 compounds, 0.17% hits; HEK-293 SNCA-luciferase knock-in, luminescence, 24 h;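 further: potency means the concentration at half of the fitted maximal effect; plate controls were DMSO cells for no effect and cell-free wells for full effect; nearly all actives have a fitted effect of over 45% in size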
# HEK293 viab – cell viability loss counter-screen; Potency, µM (series often up to 57.1 µM), without a hit: at the top dose activity change, negative = cytotoxicity, most hits filed as cytotoxic; HEK-293-SNCA-luc viability, GF-AFC fluorescence, 24 h; 150,000 compounds, 0.12% hits;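 further: potency means the concentration at half of the fitted maximal effect; 0% = DMSO-treated cells and -100% = medium-only wells without cells; nearly all actives have a fitted effect of over 30% in size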
#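 Cytotoxicity counterscreen: after 24 h compound treatment of genome-edited SNCA-luciferase HEK-293 cells, live-cell protease substrate GF-AFC read by fluorescence after 30 min; activity scaled between DMSO (0%) and medium-only (-100%), curves Hill-fitted.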
# Starred values were filed as active, the others as inactive; i = inactive; ? = inconclusive; . = not tested or not shown; & = joins results of further samples; [ ] = another dose, or the depositor's remark. Unless noted, the call rests on the fitted dose curve; in most records, active means well fitted curve in the direction sought with a large enough effect; inconclusive means small, poorly fitted or top-dose-only effect, or another doubt; inactive means no such curve, though single readings can be large; an effect the other way counts as inactive or inconclusive. Unless noted, on the % scale 0 is the no-effect control and ±100 the full control effect.
1) COC(=O)C1=C(C)N=C2SC=C(CC(=O)Nc3ccc(C)cc3)N2C1c1cccc(OC)c1 (configuration not stated)
2) CC(=O)N1CCC(C(=O)N[C@@H]2COCC[C@@H]2OCc2ccccc2)CC1
3) COc1ccccc1CCC(=O)N[C@@H]1CN(c2ccncn2)C[C@H]1CN(C)C
4) O=C(c1cc2n(n1)CC(c1ccc(Cl)cc1)OC2)N1CCCCC1 (configuration not stated)
5) CC(=O)Nc1ccc(CN2CCN3C(=O)N(Cc4ccccc4)C[C@H]3C2)cc1
6) COc1ccc(CN2C[C@@H]3OCC(=O)N(c4ccccc4)[C@@H]3C2)cc1
7) O=C(Nc1ccc(Cl)cc1Cl)c1cc(S(=O)(=O)N2CCN(c3ccccc3F)CC2)ccc1F
8) O=C1NC(C(=O)Nc2cccc(F)c2)Cn2cccc21 (configuration not stated)

compound no.	1	2	3	4	5	6	7	8
FLuc inh	-22%	0%	4%	-7%	-7%[172 µM]	-11%[172 µM]	.	6%
HEK293 viab	-3%	-1%	-10%	-3%	1%[87.6 µM]	-1%[87.6 µM]	9%	2%
GPT2 inh	i	-3%	i	1%	0%[88.5 µM]	-6%[88.5 µM]	.	i
HEK cytotox	?	0%	i	?	-16%[172 µM]	?	.	i
3T3 cytotox	?	i	3%	40µM*	?	?	.	-2%
IP6K1 inh	7	21	-5	3	6	7	33	-4
SNCA expr inhib	-18%	-2%	-8%	-24%	-9%[87.6 µM]	15%[87.6 µM]	-7%	-22%

# The closing four compounds of the section above come first, to join the parts.
5) CC(=O)Nc1ccc(CN2CCN3C(=O)N(Cc4ccccc4)C[C@H]3C2)cc1
6) COc1ccc(CN2C[C@@H]3OCC(=O)N(c4ccccc4)[C@@H]3C2)cc1
7) O=C(Nc1ccc(Cl)cc1Cl)c1cc(S(=O)(=O)N2CCN(c3ccccc3F)CC2)ccc1F
8) O=C1NC(C(=O)Nc2cccc(F)c2)Cn2cccc21 (configuration not stated)
9) Cc1cc(C)c2c(=O)c3c(oc2c1)C(=O)N(Cc1ccco1)C3c1ccccc1F (configuration not stated)
10) CC(C)c1nccc(-c2c(-c3ccccc3)ncn2CCCN2CCOCC2)n1
11) CCCS(=O)(=O)N1CCCC(C(=O)NCCCOC)C1 (configuration not stated)
12) CN1C[C@H](O)C[C@H]1c1nnc2n1CCN(C(=O)c1nccc3ccccc13)CC2
13) COc1cc(SC)ccc1C(=O)N[C@H]1C[C@@](O)(C(=O)N[C@@H](Cc2cccs2)C(N)=O)C[C@@H](O)[C@@H]1O
14) COCCN1C(=O)CC[C@]2(C(=O)NCc3ccc(F)c(Cl)c3)CCCC[C@@H]12
15) O=C1CC(C(=O)O)C2(CCN(C(=O)c3ccc4c(c3)OCO4)CC2)N1 (configuration not stated)
16) Cc1ccc(Cl)cc1N1CCN(CCNC(=O)Nc2ccc(Cl)cc2)CC1

compound no.	5	6	7	8	9	10	11	12	13	14	15	16
FLuc inh	-7%[172 µM]	-11%[172 µM]	.	6%	.	-2%	.	2%	-2%	0%	-3%	.
HEK293 viab	1%[87.6 µM]	-1%[87.6 µM]	9%	2%	5%	-10%	2%	3%	6%	-2%	6%	?
GPT2 inh	0%[88.5 µM]	-6%[88.5 µM]	.	i	.	-20%	.	-2%	-1%	i	i	.
HEK cytotox	-16%[172 µM]	?	.	i	.	-6%	.	4%	?	0%	-23%	.
3T3 cytotox	?	?	.	-2%	.	-23%	.	-5%	i	-8%	-20%	.
IP6K1 inh	6	7	33	-4	5	4	17	-2	4	-10	11	-5
SNCA expr inhib	-9%[87.6 µM]	15%[87.6 µM]	-7%	-22%	1%	-4%	-3%	-4%	24%	-21%	3%	-51%

17) CCN1CCC(c2nc3ccc(C)cc3c(=O)[nH]2)CC1
18) CC(C)Oc1ccc(CNC(=O)C(C)C2CCOCC2)cc1 (configuration not stated)
19) CC(=O)Nc1ccc(OCC(=O)N2CCc3ccccc3C2)nc1
20) O=C(Nc1ccc2nc(SCCOc3ccccc3)sc2c1)c1ccco1
21) CCc1nc(NC(c2ccccc2)c2ccco2)c2cnn(C)c2n1 (configuration not stated)
22) OC1(CN2CCC(Oc3cccnc3)CC2)CNCCOC1 (configuration not stated)
23) CCOC(=O)CCNC(=O)N1CCCC1c1noc(COc2ccc(F)cc2)n1 (configuration not stated)
24) CCOc1ccc(NC(=O)N2CCN(Cc3cc(=O)n4nc(-c5ccc(OC)cc5)sc4n3)CC2)cc1

compound no.	17	18	19	20	21	22	23	24
FLuc inh	5%[172 µM]	0%	-19%	.	1%	1%	0%	.
HEK293 viab	14%&1%[87.6 µM]	0%[12.5 µM]	8%	14%	1%	4%	-7%	-1%
GPT2 inh	?	i	i	.	3%[11.5 µM]	-15%	i	.
HEK cytotox	0%[172 µM]	3%	6%	.	40µM*	-5%	0%	.
3T3 cytotox	3%&4%[138 µM]	i	-3%	.	?	1%	2%	.
IP6K1 inh	-8&-6	19	-2	16	5	6	-8	-7
SNCA expr inhib	-6%&16%[87.6 µM]	-7%	13%	13%	-22%	6%	-1%	18%

25) CN(Cc1ccc(N(C)C)cc1)Cc1cccn1C
26) Cc1ncc(S(C)(=O)=O)c(NCc2nnc3ccccn23)n1
27) COc1ccc(CCC(=O)N2c3ccccc3CC2c2nc(C3CC3)no2)cc1 (configuration not stated)
28) COc1ccc(OC)c(NC(=O)COCc2cc(-c3ccco3)on2)c1
29) O=C(NCCc1ccccc1)N1CCC(OCCOc2cccnc2)CC1
30) COc1cccc(C(=O)N2C(C(=O)NCC(C)C)COC23CCN(C(=O)c2ccc(F)cc2)CC3)c1 (configuration not stated)
31) CCN(C(=O)C1CCN(S(=O)(=O)c2c(C)noc2/C=C/c2ccc(C)cc2)CC1)c1cccc(C)c1
32) CC(C)NC(=O)N1CC2ON=C(C(=O)N3CCCC3)C2C1 (configuration not stated)

compound no.	25	26	27	28	29	30	31	32
FLuc inh	-9%[172 µM]	1%	-2%	.	.	-6%	.	.
HEK293 viab	3%[87.6 µM]	1%	-1%	2%	-5%	-13%	3%	2%[87.6 µM]
GPT2 inh	-30%[88.5 µM]	i	-4%	.	3%	?	.	i
HEK cytotox	0%[172 µM]	-3%	?	.	-29%	-11%	.	-11%[172 µM]
3T3 cytotox	-10%[138 µM]	?	?	.	-20%	-10%	.	-13%[138 µM]
IP6K1 inh	3	-12	17	-9	15	5	6	7
SNCA expr inhib	-15%[87.6 µM]	-13%	-5%	-18%	96%[activator]	-14%	1%	21%[87.6 µM]

# Copied from the list.
# O=C(NCCc1ccccc1)N1CCC(OCCOc2cccnc2)CC1 – HEK293 viab: -5%
# CC(C)NC(=O)N1CC2ON=C(C(=O)N3CCCC3)C2C1 (configuration not stated) – HEK cytotox: -11%[172 µM]

# Additional results
33) COC1CCOC2(CCN(C(=O)c3cnccn3)CC2)C1 (configuration not stated)
34) COC(=O)c1cc2sccc2n1Cc1nc(-c2ccc(Cl)cc2)oc1C
35) CCC(C)NC(=O)CCN(CCCOC)C(=O)c1cc(C)oc1C (configuration not stated)
36) Cn1nc(C2CCN(C(=O)Cc3ccc(F)cc3)CC2)[nH]c1=O
37) Cc1cc(NC(=O)c2cnc3c(-c4ccccc4)c(C)nn3c2C)ccc1Br
38) O=C(Nc1ccc(Cl)cc1)c1nc2c(o1)CCN(Cc1ccncc1)CC2
39) COc1ccc(CCNC(=O)c2ccc(-n3c(C)cc4c3CCCC4)cc2)cc1OC
40) O=C(NC1CCCC1)C1CC(c2ccc(F)cc2)=NO1 (configuration not stated)

compound no.	33	34	35	36	37	38	39	40
FLuc inh	-9%	.	-8%	-5%[172 µM]	.	2%[172 µM]	.	?
HEK293 viab	-2%[12.5 µM]	-3%	9%	-19%[87.6 µM]	2%	-7%[87.6 µM]	-19%	0%
GPT2 inh	2%	.	5%	i	.	0%[88.5 µM]	.	3%
HEK cytotox	-8%	.	-2%	-4%[172 µM]	.	?	.	2%
3T3 cytotox	0%	.	-1%	-11%[138 µM]	.	?	.	2%
IP6K1 inh	3	-6	2	13	-5	2	16	-3
SNCA expr inhib	17%	-9%	-9%	18%[87.6 µM]	1%	1%[87.6 µM]	-15%	64%[activator]

41) O=C(NCc1cccc(F)c1)c1nc2c(o1)CCN(CC1CCCC1)CC2
42) COc1ccccc1CN1CCC(N2CC3CCCN3C2=O)CC1 (configuration not stated)
43) Oc1ccc(OCc2ccccc2)cc1
44) COCC1CN(C(C)=O)CC12CCN(C(=O)NCc1cccc(OC)c1)CC2 (configuration not stated)
45) O=C(NCCC1=CCCCC1)C1(CCO)CC12CCOCC2 (configuration not stated)
46) Cc1nc(C)c(CC(=O)NC2CCCN(C3CCCCCC3)C2)c(=O)[nH]1 (configuration not stated)
47) COc1ccc(C(=O)N2CCC3(CC2)N=C(c2cccc(Br)c2)NO3)c(OC)c1
48) C[S+](=O)([O-])N1CCCN(c2ccc3nnc(-c4ccccc4)n3n2)CC1

compound no.	41	42	43	44	45	46	47	48
FLuc inh	-16%[172 µM]	9%[172 µM]	.	-3%	-1%	-6%	12%	.
HEK293 viab	2%[87.6 µM]	-15%[87.6 µM]	6%	5%	5%	0%	-26%	.
GPT2 inh	i	i	-15%&-11%	i	i	1%	4%	.
HEK cytotox	-30%[172 µM]	-8%[172 µM]	.	-10%	-3%	-12%	?	-9%
3T3 cytotox	?	-25%[138 µM]	.	-10%	-3%	4%	?	?
IP6K1 inh	3	16	31	11	13	10	-5	10
SNCA expr inhib	0%[87.6 µM]	-22%[87.6 µM]	19%	-1%	-6%	8%	?	.

49) CCN1Cc2cc(F)ccc2N(CC(O)COc2ccc(OC)cc2)CCC1=O (configuration not stated)
50) COc1ccccc1CNC(=O)c1cc(S(=O)(=O)N2CCCCCC2)cn1C
51) Cc1ccc([S+](=O)([O-])N2CCC(c3nn(Cc4ccccc4)c(=O)[nH]3)CC2)cc1
52) Cn1ccnc1C(=O)N1CCCC(c2nn(C)c(=O)n2C2CCCC2)C1 (configuration not stated)
53) COc1ccc(CN2CCc3nc(N(C)C)[nH]c(=O)c3CC2)c(OC)c1OC
54) COCCNc1ncnc2c1CN(c1cccnc1)C(=O)CN2C
55) COc1ccc(-c2ccc(C(=O)N3CCC(N[S+](C)(=O)[O-])CC3)cc2)nn1

compound no.	49	50	51	52	53	54	55
FLuc inh	.	.	-10%	.	-5%	1%	.
HEK293 viab	.	0%	16%	-5%	-6%	4%	.
GPT2 inh	.	.	1%	-3%	4%	i	.
HEK cytotox	?	.	0%	-1%	-24%	i	-3%
3T3 cytotox	?	.	-5%	-11%	-28%	-20%	-11%
IP6K1 inh	8	34	5	12	0	-9	4
SNCA expr inhib	.	29%	-10%	13%	-8%	-3%	.
